DNA FID counter: displaces DNA intercalator in HCV helicase counter-screen; DNA fluorescent intercalator displacement, fluorescence; inhibition, % at 7.9 µM; hit rate 0.17% among 290,000; AID 1845; in the data active = inhibition above about 37%;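 note: 0% = vehicle and 100% = reference compound; higher means more ethidium bromide displaced from hairpin DNA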
MEKK2 mut-MEK5: signal of MEK5 binding to mutant human MEKK2 PB1 domain | bead flow cytometry, Alexa488-MEK5 binding to MEKK2 mutant | percent response, % at 10 µM | hit rate 0.35% among 290,000 | AID 1530; in the data active = percent response above about 24%, passing the limit was not always enough; note: inactives centre near 1; some results filed as inactive read as strong as hits
MEKK2wt PB1 HTS: raises or lowers MEK5 binding to wildtype human MEKK2 PB1 domain. Q9Y2U5. bead flow cytometry, Alexa488-MEK5 binding to MEKK2 WT; actives lie on both sides. binding response (% of control), % at 10 µM. hit rate 1.1% among 290,000; in the data active = binding response below about 67% or above about 130%
GalR3 antagonist: blocks the human galanin receptor 3; hit rate 0.44% among 360,000; HEK293 GalR3-CNG cAMP membrane potential fluorescence; galR3 body fused to GalR1 C-terminus; O60755; AID 651719; inhibition, % at 3 µM;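 active = inhibition above the screen-wide average plus 3 SD, cut at about 13% in these data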;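 note: forskolin and galanin both at EC90 stimulate the cells; cAMP rise reported by CNG channel membrane potential dye signal; 0% = forskolin plus galanin with DMSO and 100% = forskolin alone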
Target sequence (O60755 1-299 limits assumed): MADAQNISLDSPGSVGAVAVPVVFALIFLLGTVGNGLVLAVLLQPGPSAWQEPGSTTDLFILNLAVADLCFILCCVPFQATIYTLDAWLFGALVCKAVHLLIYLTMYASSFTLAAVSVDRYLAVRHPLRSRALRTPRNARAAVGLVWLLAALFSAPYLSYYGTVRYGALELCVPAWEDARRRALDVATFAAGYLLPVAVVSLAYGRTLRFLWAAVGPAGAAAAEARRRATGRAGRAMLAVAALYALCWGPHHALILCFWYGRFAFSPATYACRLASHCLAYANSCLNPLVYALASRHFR
MEKK3 PB1 HTS: modulators (inhibitors or enhancers) of MEK5 binding to human MEKK3 PB1 domain; Q99759; bead-based flow cytometry, Alexa488-MEK5 binding to MEKK3; actives lie on both sides; 0 = blocked by unlabeled MEK5, 100 = vehicle; binding response (% of control), % at 10 µM; hit rate 1.4% among 290,000;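 active = binding response more than 3 SD above or below the average of its plate-row segment, actives on both sides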;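 note: Alexa488 bead fluorescence after subtracting the streptavidin-only scavenger bead signal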
Target sequence (Q99759 whole entry, looked up, the tested form may be a part): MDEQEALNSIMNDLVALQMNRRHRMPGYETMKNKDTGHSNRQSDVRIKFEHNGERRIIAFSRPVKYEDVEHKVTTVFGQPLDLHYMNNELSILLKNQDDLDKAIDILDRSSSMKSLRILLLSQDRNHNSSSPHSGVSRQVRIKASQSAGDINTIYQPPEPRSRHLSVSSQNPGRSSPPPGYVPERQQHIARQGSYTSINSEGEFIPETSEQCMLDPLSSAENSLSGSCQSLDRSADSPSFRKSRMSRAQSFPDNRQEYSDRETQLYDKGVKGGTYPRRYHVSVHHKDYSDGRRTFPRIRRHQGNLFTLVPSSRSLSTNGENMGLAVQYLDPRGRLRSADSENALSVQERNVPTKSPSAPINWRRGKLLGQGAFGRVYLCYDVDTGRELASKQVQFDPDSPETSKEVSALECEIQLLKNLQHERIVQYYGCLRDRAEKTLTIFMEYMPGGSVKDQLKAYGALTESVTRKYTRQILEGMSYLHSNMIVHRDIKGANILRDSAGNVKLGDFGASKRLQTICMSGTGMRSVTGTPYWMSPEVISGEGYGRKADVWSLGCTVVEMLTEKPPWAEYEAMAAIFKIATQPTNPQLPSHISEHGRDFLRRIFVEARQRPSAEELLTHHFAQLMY
NS3 helicase inh: blocks Hepatitis C virus NS3 helicase unwinding; NS3 helicase DNA unwinding, Cy5 molecular beacon fluorescence; inhibition, % at 10.9 µM; hit rate 0.56% among 290,000;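 active = inhibition above the mean of all tested compounds plus 3 SD, set per campaign, cut at about 35% in these data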;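 note: 0% = DMSO wells and 100% = thioflavine S control wells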
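assay system = NS3 helicase fragment of HCV | buffer or medium = MOPS pH 6.5, MgCl2, DTT, Tween20, BSA | timing = 60 min unwinding reaction at 25 °C after ATP addition | signal = Cy5 beacon fluorescence read at start and 1 h | read-out basis = % inhibition of unwinding | control set = low DMSO, high thioflavine S at 110 µM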
CRFR2-BP ag: CRF-BP/CRF-R2 complex agonism; HEK293 CRF-R2/CRF-BP, calcium dye fluorescence (FLIPR); percent of saturating CRF peptide response; activation, % at 13.2 µM; hit rate 0.46% among 350,000;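 active = activation of at least 50%, plus an integration ratio under a set limit after plate pattern correction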;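 note: plate controls were neutral control wells without compound for no effect and CRF at EC100 for full effect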
UBC9 SUMO inh: blocks human SUMOylation mediated by UBC9. HTRF SUMOylation assay, SAE1/SAE2 + UBC9, in vitro. AID 2006. P63279. hit rate 0.36% among 290,000. inhibition, % at 35 µM; in the data active = inhibition above about 50%, passing the limit was not always enough; note: strong numbers were not always called active
Target sequence (P63279 whole entry, looked up): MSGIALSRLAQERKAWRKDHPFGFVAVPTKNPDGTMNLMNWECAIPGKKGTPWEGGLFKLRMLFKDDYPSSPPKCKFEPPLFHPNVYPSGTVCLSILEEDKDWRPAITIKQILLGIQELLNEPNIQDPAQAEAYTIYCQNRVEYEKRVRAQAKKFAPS
CRFR2-BP antag: blocks CRF-induced signaling of the CRF-BP/CRF-R2 complex | HEK293 CRF-R2/CRF-BP, CRF-induced calcium fluorescence | inhibition, % at 11.8 µM | hit rate 0.59% among 350,000;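 active = inhibition of the ligand-induced calcium signal above about 50% at the single tested concentration, limit read from the data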
Numbers without * were called inactive; / = no result given.

SMILES | DNA FID counter | MEKK2 mut-MEK5 | MEKK2wt PB1 HTS | GalR3 antagonist | MEKK3 PB1 HTS | NS3 helicase inh | CRFR2-BP ag | UBC9 SUMO inh | CRFR2-BP antag
COC(=O)C1=C(C)NC(=S)N(C(C)=O)C1c1ccccc1 (centres undefined) | -5 | -3 | 101 | -3 | 98 | -5 | -0.2 | -33 | -5
N#C/C(=C\c1c(Oc2ccccc2Cl)nc2ccccn2c1=O)C(=O)NC1CCS(=O)(=O)C1 (centres undefined) | -11 | -3 | 98 | -5 | 101 | -7 | 13 | 21 | -7
CCOC(=O)c1ccc(NS(=O)(=O)c2cc3c(cc2C)NC(=O)CO3)cc1 | -5 | 3 | 105 | -10 | 100 | -13 | 0.2 | 2 | -5
CCn1ncc([N+](=O)[O-])c1C(=O)N1CCCC1 | 1 | -5 | 96 | -4 | 95 | -2 | 1.6 | 14 | 5
CC(=O)c1ccc(NC(=O)C(C)Sc2n[nH]c(-c3cccnc3)n2)cc1 (centres undefined) | -11 | 0 | 101 | -8 | 103 | 11 | 1.0 | -7 | -1
CSc1ccc(C2C(C#N)=C(N)Oc3cc4c(cc32)OCO4)cc1 (centres undefined) | -18 | -9 | 87 | -1 | 94 | 20 | -2.5 | 3 | 4
COc1cc(C(=O)NC(=S)NNC(=O)c2cnccn2)cc(OC)c1OC | -12 | 1 | 108 | 0 | 117 | 4 | -0.2 | -92 | 16
CCOc1ccc(Cn2nnc(C(=O)NCc3ccc(OC)cc3)c2N)cc1 | -23 | 1 | 93 | 1 | 94 | 2 | 3.0 | -1 | 0
Cc1nnc(Sc2cc(C(=O)NCc3ccco3)c3ccccc3n2)s1 | -11 | 4 | 104 | -3 | 104 | 3 | -0.6 | -5 | 48
S=C1NCCNC(=S)NCCOCCOCCN1 | -1 | 1 | 102 | -4 | 99 | -20 | 1.1 | -13 | 9
NC(=O)COC(=O)c1cc(=O)[nH]c2ccccc12 | 2 | 0 | 101 | -2 | 103 | 8 | 2.3 | 20 | 18
O=C(CSc1ncn[nH]1)NC1CC2CCC1C2 (centres undefined) | 1 | 2 | 103 | -1 | 106 | 4 | -1.4 | 13 | 14
O=C(C1CCCN(Cc2cc(Br)ccc2O)C1)N1CCCCC1 (centres undefined) | 0 | 4 | 108 | -11 | 105 | 7 | 0.5 | -6 | -2
CCN1CCc2c(sc(NC(=O)C3COc4ccccc4O3)c2C(N)=O)C1 (centres undefined) | 14 | 6 | 107 | -7 | 100 | -7 | 3.9 | 0 | -27
CCOc1ccc(-n2c(SCC(N)=O)nc3sc4c(c3c2=O)CCN(C)C4)cc1 | 4 | 4 | 103 | 3 | 103 | -7 | 0.8 | 10 | 8
COc1ccc(Nc2cc(C)nc3nc(C)nn23)c(OC)c1 | -12 | -4 | 97 | 3 | 99 | -10 | 4.9 | 3 | 16
Cc1c(C(=O)O)c(=S)sn1CCOc1ccccc1 | -11 | 21 | 107 | 0 | 103 | 0 | -0.8 | 15 | 12
O=C(C1CCCO1)N1CCN(c2c3c(nc4cc(-c5ccc(F)cc5)nn24)CCC3)CC1 (centres undefined) | -11 | 0 | 98 | 0 | 101 | 2 | 0.2 | 13 | 32
Cc1cc(OCCN2CCCC2)ccc1C(C)C | 9 | 2 | 103 | -5 | 102 | -4 | 0.5 | -46 | -13
COC(=O)c1c(C)[nH]c(C(=O)C(C)OC(=O)C2=NNC(=O)CC2)c1C (centres undefined) | -6 | -2 | 96 | 1 | 99 | 1 | -0.4 | -17 | 6
CC(=O)c1cccc(NC(=O)Cn2cnc(S(=O)(=O)N3CCOCC3)c2)c1 | -3 | 1 | 100 | / | 101 | -5 | 0.3 | 16 | -9
O=C(c1ccc(F)cc1F)N1CCC(N2CCC(C(=O)N3CCOCC3)CC2)CC1 | -6 | 12 | 108 | -6 | 105 | -1 | 1.8 | 17 | 3
CN1CCN(CC#CCn2c3ccccc3c3ccccc32)CC1 | 34 | 31 | 126 | -8 | 104 | -49 | -1.5 | 4 | -2
CCSc1nc(C2CC2)cc(-c2cccs2)c1C#N | -3 | -1 | 100 | -2 | 97 | -6 | 3.1 | 10 | -36
CC(C)(C)c1ccc(OC(=O)Nc2ccc(O)c(C(=O)O)c2)cc1 | -23 | 1 | 99 | -7 | 106 | 0 | -1.6 | 22 | 26

Reprinted from the part before: 2 compounds; new compounds follow.
SMILES | DNA FID counter | MEKK2 mut-MEK5 | MEKK2wt PB1 HTS | GalR3 antagonist | MEKK3 PB1 HTS | NS3 helicase inh | CRFR2-BP ag | UBC9 SUMO inh | CRFR2-BP antag
CCSc1nc(C2CC2)cc(-c2cccs2)c1C#N | -3 | -1 | 100 | -2 | 97 | -6 | 3.1 | 10 | -36
CC(C)(C)c1ccc(OC(=O)Nc2ccc(O)c(C(=O)O)c2)cc1 | -23 | 1 | 99 | -7 | 106 | 0 | -1.6 | 22 | 26
COC(=O)c1ccccc1N=C(SC)N(C)C | 2 | 8 | 106 | -5 | 101 | 5 | -1.2 | -20 | -3
Cc1cc(S(=O)(=O)N2CCCC(N(C)CCc3ccccn3)C2)c(C)s1 (centres undefined) | 5 | 6 | 106 | -2 | 102 | -12 | / | 8 | /
CC(NCC(O)COc1ccc(S(=O)(=O)N2CCOCC2)cc1)c1ccccc1 (centres undefined) | 7 | 5 | 112 | 0 | 108 | 1 | 0.1 | 17 | -2
Oc1ccc(N=Nc2n[nH]c(-c3ccccc3)n2)cc1 | 5 | -2 | 96 | -3 | 106 | -1 | -4.7 | -16 | 24
FC(F)(F)c1cc(Cl)c2nnc(-c3cccnc3)n2c1 | -3 | 2 | 97 | -3 | 97 | 2 | 11 | 9 | 0
CC(C)(CO)NCC(=O)Nc1cc(C(F)(F)F)cc(NC(=O)CNC(C)(C)CO)c1Cl | 3 | -1 | 99 | -3 | 100 | 11 | -0.1 | -2 | 13
CCOc1ccccc1Nc1cc2n(c(=O)n1)CCc1cc(OC)c(OC)cc1-2 | -26 | -2 | 93 | 53* | 93 | 4 | 0.3 | 5 | 13
COCCN1C(=O)C(=O)/C(=C(/O)c2ccc(S(=O)(=O)N3CCCCC3)cc2)C1c1ccc(OC)cc1 (centres undefined) | -63 | -9 | 94 | -8 | 94 | 21 | 2.6 | -1 | -1
CN(CC(=O)Nc1ccc(N2CCOCC2)cc1)C(=O)CC(c1ccccc1)c1ccccc1 | -34 | -8 | 91 | 2 | 102 | -7 | -0.1 | 0 | 2
COc1ccc(N(C(=O)CNC(=O)c2ccco2)C(C(=O)NCC2CCCO2)c2ccccc2)cc1Cl (centres undefined) | -38 | 4 | 105 | 17* | 104 | 6 | 0.4 | -8 | 0
Cc1cccc(-c2n[nH]c(=S)n2/N=C/c2ccc(C)o2)c1 | -12 | 0 | 103 | 3 | 107 | -1 | -0.4 | -3 | 19
O=C(N/N=C/c1ccccc1Cl)c1cccc(F)c1 | -4 | 3 | 99 | -7 | 95 | 5 | -3.2 | 17 | -11
COc1ccc(C(C(=O)NC2CCCC2)N(CCCO)C(=O)Cn2nnc(-c3ccc(C)o3)n2)cc1 (centres undefined) | -32 | -1 | 103 | -7 | 103 | 1 | 0.8 | 1 | 6
Cn1cc(S(=O)(=O)CC(=O)N2CCc3ccccc32)c2ccccc21 | -7 | 10 | 105 | / | 104 | 9 | -3.1 | 12 | -8
CCCCCCCCCCOC(=O)Cn1c(COc2cccc(OC)c2)[n+](C)c2ccccc21 | 18 | 81* | 278* | / | 105 | -66 | 7.3 | 18 | -34
CN(C1CCCC1)C1CCN(C(=O)CNC(=O)/C=C/c2cccc(C(F)(F)F)c2)CC1 | 13 | -6 | 97 | -7 | 93 | -14 | 0.5 | -2 | -2
Cc1ccc(S(=O)(=O)Nc2nc3ccccc3nc2N2CCc3ccccc3C2)cc1 | -6 | / | / | 0 | / | -1 | -3.0 | 6 | 15
O=C1CCc2cc(S(=O)(=O)NCCC(=O)NC3CCCCC3)ccc2N1 | -1 | 2 | 102 | 3 | 99 | -4 | -0.8 | 25 | 15
O=C(CN(C(=O)CCC(=O)Nc1nccs1)c1cccc(C(F)(F)F)c1)NCC1CCCO1 (centres undefined) | -36 | 3 | 99 | -7 | 98 | 6 | 1.3 | -3 | 5
COc1ccc(Cl)cc1NC(=O)Cn1nc(-c2ccc(C)cc2)n(C)c1=S | -8 | 0 | 112 | -12 | 107 | -3 | 0.6 | 12 | -16
CCOc1ccc(OCCCCn2ccnc2)cc1 | 2 | -2 | 95 | -3 | 90 | -1 | -1.5 | 20 | 5
Cc1sc2nc(CN3CCCC3)nc(NCc3ccncc3)c2c1C | -3 | 2 | 109 | 6 | 111 | -4 | 1.2 | 13 | 7
CCc1ccccc1N(CC(=O)NCc1ccccc1)C(=O)CCC(=O)Nc1ccccn1 | -32 | 2 | 96 | -8 | 102 | -1 | 3.4 | 7 | -8
CSC1=C(C#N)C(c2ccc(C)cc2)C2=C(CCCC2=O)N1 (centres undefined) | 1 | 5 | 112 | -3 | 112 | -6 | -0.8 | 6 | 10
O=C(NCCc1ccccc1)c1ccc(OCCOc2ccccc2)cc1 | 3 | 6 | 103 | / | 103 | 4 | 2.2 | -8 | -5
Going on with the list:
SMILES | DNA FID counter | MEKK2 mut-MEK5 | MEKK2wt PB1 HTS | GalR3 antagonist | MEKK3 PB1 HTS | NS3 helicase inh | CRFR2-BP ag | UBC9 SUMO inh | CRFR2-BP antag
COc1ccc(N/C=C/C(=O)c2ccccc2)cc1 | -13 | 1 | 103 | -7 | 101 | -3 | 0.8 | 3 | 33
COc1ccc(CCNS(=O)(=O)c2cccc3cccnc23)cc1OC | -10 | 6 | 110 | -4 | 104 | -24 | 5.7 | 16 | -11
COCCCN1CN(S(=O)(=O)c2cccs2)c2nc3ccccc3nc21 | -4 | -3 | 94 | 4 | 102 | -5 | 1.0 | 4 | 0
Cc1ccc(-c2ccc(/C=C3/NC(=O)NC3=O)o2)cc1[N+](=O)[O-] | -2 | 3 | 105 | -6 | 106 | 3 | -4.2 | 1 | -68
COc1ccc(CCNC(=S)NC(=O)c2c(-c3ccccc3Cl)noc2C)cc1OC | -43 | -4 | 96 | 2 | 103 | -3 | 1.6 | -3 | 4
O=C(CSC1CC(=O)N(CC(c2ccccc2)c2ccccc2)C1=O)Nc1ccc(Cl)cc1 (centres undefined) | -12 | 1 | 109 | -3 | 111 | -17 | -0.6 | -16 | -14
COc1ccc(Nc2cc(C)nc3c(C)cccc23)cc1OC | 8 | 26* | 116 | -10 | 111 | 6 | -2.9 | 20 | -2
CC(=O)NS(=O)(=O)c1ccc(NC(=O)c2oc3c(Cl)cccc3c2C)cc1 | -4 | 2 | 99 | / | 99 | -7 | -0.7 | 16 | 0
COc1ccc(/C=C(\C#N)c2nc3ccccc3[nH]2)cc1O | -1 | -3 | 98 | -10 | 98 | 21 | -0.8 | 21 | -10
NS(=O)(=O)c1ccc(N2N=C(c3ccccc3)CC2c2ccccc2)cc1 (centres undefined) | -13 | -8 | 90 | -3 | 92 | -2 | -2.6 | 30 | -9
Brc1ccc(-c2csc(/N=C/N3CCOCC3)n2)cc1 | 1 | 3 | 102 | -1 | 99 | -7 | -2.8 | 7 | 1

Single records (already shown). Order of values: DNA FID counter	MEKK2 mut-MEK5	MEKK2wt PB1 HTS	GalR3 antagonist	MEKK3 PB1 HTS	NS3 helicase inh	CRFR2-BP ag	UBC9 SUMO inh	CRFR2-BP antag
COc1ccc(CCNS(=O)(=O)c2cccc3cccnc23)cc1OC reads -10	6	110	-4	104	-24	5.7	16	-11
Brc1ccc(-c2csc(/N=C/N3CCOCC3)n2)cc1 reads 1	3	102	-1	99	-7	-2.8	7	1

Bioassay records: PubChem, several laboratories

The list is partial, so the mix of outcomes need not match the whole.
